core dimer inh: inhibitors of HCV core protein dimerization, primary screen, biochemical, TR-FRET, high-throughput | TR-FRET GST/Flag-core106 dimerization, 1536-well | inhibition, % at 5 µM | 300,000 tested, 0.33% active;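 active = inhibition above the mean of all tested compounds plus 3 SD, set per screening campaign, cut at about 45% in these data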
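System: GST/Flag-tagged HCV core106 proteins. Incubation: compound-protein-antibody incubation 4 h at 22.5 °C. Technique: HTRF with 340 nm excitation, 617/671 nm emission. Medium: KF-containing HEPES buffer, pH 7.45, DTT, CHAPS, BSA. Read-out: inhibition (%) from 671 over 617 nm ratio. Also added: Eu(K)-anti-GST 90 ng/mL plus XL665-anti-Flag 1 µg/mL.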
PP1 counter: PP1-alpha phosphatase inhibitors, primary screen, counter-screen for PP5 inhibitor project, biochemical, fluorescence, OMFP substrate, single point; purified PP1alpha; inhibition, % at 6.7 µM; 320,000 tested, 0.9% active; AID 2235, 2010;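 active = inhibition above the mean inhibition of all tested compounds plus 3 SD, computed separately for each screening campaign, cut at about 15% in these data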
Target sequence (P62136 whole entry, looked up): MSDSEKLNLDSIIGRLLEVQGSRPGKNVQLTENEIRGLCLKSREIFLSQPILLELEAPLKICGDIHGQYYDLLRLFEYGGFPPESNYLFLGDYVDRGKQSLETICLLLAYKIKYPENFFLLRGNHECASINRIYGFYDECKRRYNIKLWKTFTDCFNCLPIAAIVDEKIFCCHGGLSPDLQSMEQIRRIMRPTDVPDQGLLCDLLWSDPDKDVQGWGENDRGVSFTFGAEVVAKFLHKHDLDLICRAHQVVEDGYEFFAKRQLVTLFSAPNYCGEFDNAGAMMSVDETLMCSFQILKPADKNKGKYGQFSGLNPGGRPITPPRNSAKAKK
PP5 inh: PP5 phosphatase inhibitors, primary screen, biochemical, fluorescence; purified PP5c, OMFP substrate fluorescence; inhibition, % at 6.7 µM; 320,000 tested, 0.18% active; AID 1987, 2009;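 active = inhibition above the campaign's mean inhibition across all tested compounds plus 3 SD, cut at about 9.5% in these data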;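 note: 0% = DMSO only and 100% = 100 µM cantharidin control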
Target sequence (P53041 whole entry, looked up): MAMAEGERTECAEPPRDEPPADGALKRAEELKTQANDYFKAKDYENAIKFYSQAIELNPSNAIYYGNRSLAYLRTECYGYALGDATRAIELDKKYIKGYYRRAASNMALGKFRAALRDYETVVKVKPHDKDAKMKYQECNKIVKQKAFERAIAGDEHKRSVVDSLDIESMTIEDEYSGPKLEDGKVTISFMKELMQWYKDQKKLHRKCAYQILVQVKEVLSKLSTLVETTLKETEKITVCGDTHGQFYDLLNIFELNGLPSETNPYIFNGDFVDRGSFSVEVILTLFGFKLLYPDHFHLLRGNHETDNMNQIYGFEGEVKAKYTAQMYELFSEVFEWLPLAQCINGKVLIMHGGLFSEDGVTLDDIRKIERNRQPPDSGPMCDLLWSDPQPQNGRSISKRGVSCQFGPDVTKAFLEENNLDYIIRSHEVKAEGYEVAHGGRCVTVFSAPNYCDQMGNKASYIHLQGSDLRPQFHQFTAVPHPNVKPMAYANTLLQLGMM
EBNA-1 inh: EBNA-1 DNA-binding inhibitors, primary screen, biochemical, fluorescence polarization. 300,000 tested, 0.34% active. inhibition, % at 14.8 µM. AID 1950, 2009; in the data active = inhibition above about 28%
TPT1 inhibitor: Candida albicans TPT1 enzyme inhibitors, primary screen, biochemical, fluorescence polarization | tRNA 2'-phosphotransferase TPT1 (Candida albicans SC5314) | inhibition, % at 5 µM | 300,000 tested, 0.81% active | recombinant caTPT1, FP RNA substrate dephosphorylation;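 active = inhibition above the mean of all tested compounds plus 3 SD, set per screening campaign, cut at about 24% in these data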;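 note: plate controls were DMSO alone for no effect and ferristatin control at 100 nM for full effect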
PREPL inh: PREPL enzyme inhibitors, primary screen, biochemical, fluorescence polarization. recombinant PREPL, fluorescence polarization activity-based probe. inhibition, % at 5.96 µM. 320,000 tested, 0.68% active. AID 2751, 2010; in the data active = inhibition above about 43%;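 note: 0% = enzyme with DMSO and 100% = wells lacking enzyme; many of its hits are not listed in these tables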
Efflux pump inh: inhibitors of Candida efflux pumps in yeast, primary screen, S. cerevisiae, Nile Red, multiplex. S. cerevisiae Candida pump triplex. inhibition, % at 10 µM. 330,000 tested, 0.44% active. AID 485275, 2010;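 active = plate passing quality check with inhibition over a set limit, or well fluorescence over plate mean plus 4 SD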;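 note: Nile Red retained in pooled yeast measured as flow cytometry median fluorescence; 0% = buffer negative control and 100% = Enniatin B positive control; higher means more Nile Red kept so more efflux inhibition; some compounds called inactive have numbers as strong as hits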
ZTA counter: counter-screen for EBNA-1 inhibitors: inhibitors of Epstein-Barr virus ZTA | ZTA-DNA binding, fluorescence polarization | inhibition, % at 11 µM | 320,000 tested, 0.15% active | AID 2234; in the data active = inhibition above about 33%
Target sequence (P03206 whole entry, looked up): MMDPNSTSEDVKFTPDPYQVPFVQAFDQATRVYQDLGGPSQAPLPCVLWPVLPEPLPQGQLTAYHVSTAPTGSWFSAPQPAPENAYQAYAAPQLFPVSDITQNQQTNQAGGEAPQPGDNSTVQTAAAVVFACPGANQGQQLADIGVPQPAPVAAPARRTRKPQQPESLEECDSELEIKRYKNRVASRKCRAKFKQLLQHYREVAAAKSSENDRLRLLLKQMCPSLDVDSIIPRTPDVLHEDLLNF
Fh CTSL1 inh: Fasciola hepatica cathepsin L1 inhibitors, primary screen, counter-screen for PFM18AAP inhibitor project, biochemical, QFRET, fluorogenic peptide substrate. inhibition, % at 5.96 µM. 300,000 tested, 0.49% active. recombinant F. hepatica cathepsin L1, Z-Leu-Arg-MCA fluorescence. AID 1906, 2009;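 active = inhibition above the mean of all tested compounds plus 3 SD, set per screening campaign, cut at about 17% in these data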;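 note: 0% = plate median of test compound wells and 100% = 1 µM Z-Phe-Ala-diazomethylketone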
An asterisk follows results filed as active; . = not tested or not shown.

SMILES	core dimer inh	PP1 counter	PP5 inh	EBNA-1 inh	TPT1 inhibitor	PREPL inh	Efflux pump inh	ZTA counter	Fh CTSL1 inh
CCn1c(SCC(=O)N2CCOCC2)nc2sc3c(c2c1=O)CCCC3	0	-2	-0.2	0	6	10	0.0	15	0
CCc1cc(=O)oc2c(C)c(O[C@@H]3O[C@H](CO)[C@@H](O)[C@H](O)[C@H]3O)ccc12	1	-3	-0.6	2	-2	1	-0.1	8	-1
Cc1ccc(S(=O)(=O)N2CCOCC2)cc1C(=O)Nc1ccc2c(c1)CCC2	-2	-1	3.0	-2	0	5	-0.6	1	-2
Cc1ccc(-c2nn(Cc3ccccc3)cc2/C=C/C(=O)O)cc1	3	4	2.8	-12	-1	17	0.4	-7	-7
COc1ccc(C)cc1NC(=O)CCS(=O)(=O)c1ccc2c(c1)CCN2C(C)=O	3	-2	-0.3	3	-2	13	-0.1	1	-2
CCn1c(COc2ccc(=O)n(-c3ccccc3)n2)nnc1SCc1ccccc1	-1	0	1.2	-1	-1	5	-0.1	-1	-2
CCOC(=O)c1c(CSc2ccsc2)n(C)c2cc(Br)c(O)c(CN(C)C)c12	-7	-1	1.5	-3	1	13	0.0	0	-1
Cc1ccc(NC(=O)CCCn2nc(C)c3c(C)n(-c4ccccc4)nc3c2=O)c(Cl)c1	-1	-3	-2.4	0	-2	5	-0.1	-4	5
COc1ccc(NC(=O)C2CCCN(S(C)(=O)=O)C2)c(OC)c1 (stereo not given)	10	1	-0.5	0	3	-1	0.0	4	-1
CCOC(=O)COc1ccc(S(=O)(=O)NCc2cccnc2)cc1	-6	-2	0.2	6	0	3	0.1	14	-1
CCN(CC)S(=O)(=O)c1ccc(N2CCCC2)c(NC(=O)Cc2ccccc2)c1	4	0	0.9	1	0	2	0.1	9	4
COc1cc(OC)c(OC)cc1CN1CCCC(C(=O)c2sccc2C)C1 (stereo not given)	-5	-4	3.0	0	-4	13	-0.1	-2	6
CCOC(=O)C1C2C=CC3(CN(CCc4ccccc4)C(=O)C13)O2 (stereo not given)	-1	-1	1.9	5	-5	0	0.2	-13	-4
C=CCSc1nnc2n(-c3ccccc3OC)c(=O)c3c4c(sc3n12)CCC4	7	-1	2.9	-1	1	3	0.1	9	2
NNC(=S)NC1CCCCC1	2	-3	-2.7	6	0	7	-0.1	15	-2
O=C(CN(Cc1ccccc1Cl)C(=O)c1csnn1)NCc1ccc(F)cc1	-1	-3	-1.7	5	0	-2	0.1	9	0
CCOC(=O)CNC(=O)CSc1nc(Cc2ccccc2)nc2ccccc12	5	0	3.6	-4	2	-14	0.0	-9	-1
C#CCSc1nc(N)c2c(n1)OC(N)=C(C#N)C2c1cccnc1 (stereo not given)	7	1	1.4	1	2	4	0.0	0	3
O=C1c2ccccc2C(=O)N1CCCP(=O)(O)CCc1ccccc1	9	-5	4.0	-13	2	11	0.2	-11	-7
CCOC(=O)CC(Nc1nc(N2CCOCC2)nc(N2CCOCC2)n1)c1ccccc1Cl (stereo not given)	3	0	3.2	-8	0	1	0.3	-8	1

Profiles from above. Order of screens: core dimer inh, PP1 counter, PP5 inh, EBNA-1 inh, TPT1 inhibitor, PREPL inh, Efflux pump inh, ZTA counter, Fh CTSL1 inh
`CCOC(=O)CNC(=O)CSc1nc(Cc2ccccc2)nc2ccccc12` across the screens: 5, 0, 3.6, -4, 2, -14, 0.0, -9, -1
`COc1cc(OC)c(OC)cc1CN1CCCC(C(=O)c2sccc2C)C1` (stereo not given) across the screens: -5, -4, 3.0, 0, -4, 13, -0.1, -2, 6
`COc1ccc(C)cc1NC(=O)CCS(=O)(=O)c1ccc2c(c1)CCN2C(C)=O` across the screens: 3, -2, -0.3, 3, -2, 13, -0.1, 1, -2

New compounds follow
SMILES	core dimer inh	PP1 counter	PP5 inh	EBNA-1 inh	TPT1 inhibitor	PREPL inh	Efflux pump inh	ZTA counter	Fh CTSL1 inh
CCOc1ccc(CCNC(=O)Cn2nc(C)n3cccc3c2=O)cc1OCC	-14	0	-1.1	12	-2	23	0.0	-9	1
N#Cc1c(C(F)(F)F)cc(C2CC2)nc1N1CCCC1	-3	1	1.7	-5	2	-1	0.1	-5	-1
O=C1COc2ccc(C(=O)C[n+]3cccc(O)c3)cc2N1	1	-4	3.3	1	1	11	0.0	9	1
CCC(C)[C@H](NC(=O)N1c2ccccc2NC(=O)[C@@H]1C(C)C)C(=O)N[C@@H](Cc1ccccc1)C(=O)O (stereo not given in full)	0	0	0.9	13	1	3	-0.1	17	2
Nc1ccc(C(=O)N2CCN(S(=O)(=O)/C=C/c3ccccc3)CC2)cc1[N+](=O)[O-]	0	-3	0.5	-7	2	10	0.1	-5	7
O=S(=O)(c1ccc2nc(N3CCN(c4ccccc4F)CC3)ccc2c1)N1CCCCC1	5	-2	-2.4	-3	2	4	0.0	-3	-1
Cc1cc(=O)cc(C)n1-c1ccccc1N1CCOCC1	-4	2	1.7	-9	0	4	-0.1	-13	-6
C#CC(CC)(CC)NC(=O)Nc1ccccc1C(=O)OC	8	-3	0.9	9	-3	0	-0.1	21	-4
Cc1ccc(/C=C2\SC(=S)N(CCCC(=O)Nc3cc(C)on3)C2=O)cc1	2	-3	2.0	1	-6	1	0.2	16	-2
COc1ccc(Cl)cc1NC(=O)Cn1nnc(C(=O)NCc2ccc3c(c2)OCO3)c1N	5	2	0.5	3	1	-9	0.0	-10	-1
Cc1ccnc(NC(=O)CCCc2ccccc2)c1	-5	13	5.2	-1	0	0	0.7	-1	-5
CCCCOC(=O)Nc1ccc(C)c(Cl)c1	0	1	-0.3	4	-1	-6	-0.1	-2	-2
N=C1C(c2nc3ccccc3s2)=C(O)CN1Cc1ccco1	3	-3	-1.8	15	5	22	-0.1	8	1
O=C(O)c1ccccc1-c1nnc2c(Cl)cc(C(F)(F)F)cn12	3	-2	-0.2	3	-4	3	-0.1	-3	0
CN(C)CCC(=O)C(Cc1ccccc1)c1ccccc1 (stereo not given)	8	-2	5.1	-3	-2	-11	0.0	-8	4
Cc1ccc(C(=O)Nc2ccc(Cl)cc2C(F)(F)F)c(Cl)c1	-14	3	2.0	11	-2	0	0.0	-13	-4
Cc1nc(N2CCCCC2)sc1C=O	-1	2	-0.8	1	-8	25	-0.2	-2	3
COc1cccc(CC2(CO)CCCN(Cc3nc(-c4cccs4)oc3C)C2)c1 (stereo not given)	3	0	4.3	-5	3	-57	0.0	7	3
COC(=O)c1scc(C)c1NC(=O)C1CCCCC1	-3	-2	2.4	-13	0	2	0.0	6	-1
CCCC(O)(CCC)C(=O)NN(C(=O)CCl)c1cccc(C)c1	3	-2	-1.9	1	2	3	-0.1	-5	28*
Cc1cccc(NC(=O)CCC(=O)N/N=C/c2ccco2)c1	0	0	2.7	2	-4	-1	-0.1	3	0
COC(=O)NCC(c1cccnc1)N1CCN(c2ccccc2)CC1 (stereo not given)	1	-4	-0.1	3	-1	-5	-0.1	-1	0
CC(=O)Nc1ccc(S(=O)(=O)N(C)CC(=O)OCC(=O)N2CCc3ccccc32)cc1	-7	-2	1.8	-4	-4	-12	-0.1	3	0
CC1CCCC(C)N1/N=C/c1ccc(O)c(O)c1 (stereo not given)	-3	3	-0.2	-1	-1	15	0.0	6	1
Cn1nc(C(F)(F)F)c(-c2ccc(F)cc2)c1NC(=O)c1cccnc1	-8	-1	0.6	14	-1	9	-0.2	-19	-6
COc1cccc(Nc2ccccc2C(=O)O)c1	-1	-2	0.6	-1	1	7	0.3	4	0
O=C(Nc1ccc(C(=O)NCc2ccc(F)cc2)cc1)C1=CSCCO1	-3	2	0.8	5	-1	-8	-0.1	0	1
O=C(COc1ccc2ccccc2c1Br)N1CCCC1	12	1	2.7	3	-4	24	-0.2	7	2
Cc1ccc(OCC(=O)N(C)CC(=O)Nc2cccc(F)c2)cc1	-3	-3	0.2	9	1	-1	0.0	14	-2
COc1ccc(S(=O)(=O)NCc2ccc(C(=O)NCCCN3CCCC(C)C3)cc2)cc1 (stereo not given)	-2	-2	2.9	-7	0	-4	0.3	-17	1
CCOC(=O)C1C(c2ccc(OC)cc2)N(C)OC1(O)C(F)(F)F (stereo not given)	13	-1	-0.1	-3	0	-1	-0.1	9	0
CC(C)c1ccc2[nH]c3c(c2c1)CCCC3=O	-10	1	3.9	-10	-2	-11	0.3	-5	5
Cc1cccc(NS(=O)(=O)c2cc(C(=O)N3CCOCC3)ccc2Cl)c1	7	-3	1.4	-5	-1	-6	-0.1	-11	-6
O=S(=O)(c1ccc(SCc2ccccc2)nc1)N1CCCCCC1	.	-1	2.0	.	.	8	-0.2	2	.
O=C(CC1C(=O)NCCN1Cc1ccccc1C(F)(F)F)NCCN1CCOCC1 (stereo not given)	-4	-1	2.9	-3	-4	-5	0.0	-8	0
Cc1[nH]c2ccccc2c1C(c1ccccn1)N1CCCC1 (stereo not given)	1	-2	0.9	11	3	-4	-0.1	-2	1
COc1ccc(/C=C/C(=O)OCC(=O)Nc2ccc3[nH]c(=O)[nH]c3c2)cc1OC	-8	4	1.9	-7	-1	10	-0.1	-21	-1
CS(=O)(=O)N1CCN(S(=O)(=O)c2ccccc2[N+](=O)[O-])CC1	1	-2	1.8	-1	0	-8	0.1	-9	1
CC(SCc1ccccc1)C(=O)NC1CCCC1 (stereo not given)	3	-6	-0.1	-9	-3	8	-0.1	-6	5
Cc1ccc2c(c1)N(CCCC(=O)NCCC1=CCCCC1)C(=O)CO2	4	-2	-0.5	9	2	0	0.0	17	5
Cc1ccc(-n2c(Cc3cccn3C)nnc2SCC(=O)Nc2ccc3c(c2)OCO3)cc1	3	2	1.8	-10	2	36	0.5	4	-1
COc1ccc(C(C)=O)cc1CN1C(=O)NC(CC(C)C)C1=O (stereo not given)	0	-4	-1.7	-7	1	1	0.0	-1	2
CC(=O)N1CCN(C(=O)c2cc(-c3ccc(Cl)s3)nc3ccccc23)CC1	5	-4	-1.2	8	0	8	0.0	16	5
CCOC(=O)c1c(C)n(C)c2cc(CN(C)C)c(O)c(S(=O)(=O)c3ccccc3)c12	-2	3	2.7	-2	-8	1	-0.1	7	0
COc1ccccc1N1CCN(C(=O)CCCCn2c(=O)[nH]c3ccsc3c2=O)CC1	-6	2	2.8	-6	0	9	0.1	-3	2
Cc1cccc(C(=O)OCC(=O)N2CCC(c3ccccc3)=N2)c1O	4	-3	-1.2	-7	4	-11	0.0	-2	0
COc1ccc(C(=O)NCCCc2nc3ccccc3n2Cc2ccccc2C)cc1OC	-4	0	2.5	-3	1	-55	0.0	0	1
CCOC(=O)N1CCN(C(=O)CCC(=O)N2CCOc3ccc(C)cc32)CC1	-4	-2	-0.1	-6	-4	16	-0.1	-8	3
O=C(COC(=O)c1ccc(Cl)cc1Cl)Nc1cccc(S(=O)(=O)NC2=NCCC2)c1	.	0	2.1	.	.	32	-0.2	-5	.
CCC(C)(NC(=O)CNC(C)=O)C(=O)NC1CCCCC1 (stereo not given)	-8	2	0.0	-6	1	4	-0.1	-14	-3
Cc1noc(C)c1COC(=O)[C@H](C)NS(=O)(=O)c1ccc(Cl)c(Cl)c1	2	-4	6.3	5	-1	17	0.0	2	1
CC1=C(CC(=O)c2ccccc2)C(=O)c2ccccc2C1=O	-22	0	4.4	-5	0	12	0.1	-17	5
Cc1cc(=O)oc2c(C)c(OC(C)C(=O)NCCCN3CCOCC3)ccc12 (stereo not given)	-3	-3	-3.0	-1	0	7	-0.3	3	-5

Bioassay records as filed in PubChem.

These rows are one share of the data; the hit share may differ from the screen's.
